Mito fusion act – mitochondrial division inhibition or fusion activation; S. cerevisiae fusion-defective mutant growth rescue, CellTiterGlo 48 h; actives 0.23% (n = 320,000); Potency, µM (titrated, usually from 46.1 µM), for the others: top-dose growth rescue (activation), hits mostly activators;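 also: potency is read from the fitted curve at half-maximal effect; % of control where 0% means no effect; nearly all actives have a fitted effect of over 45% in size; temperature-sensitive fusion mutants such as fzo1-1 at 37 °C on non-fermentable ethanol glycerol medium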
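Read-out: ATP-based luminescence (CellTiterGlo, 10 min ambient) reporting growth of fusion-defective ts yeast after 48 hours at 37C on glycerol/ethanol YPEG medium in the presence of compound.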
USP2a block – blocks human ubiquitin-specific protease USP2a | Potency, µM (series often up to 38.3 µM), without a hit: at the highest dose activity change, negative = inhibition, actives largely listed as inhibitors | O75604 | actives 0.01% (n = 330,000) | USP2 core, Ub-CHOP2 coupled fluorogenic reporter, 485/531;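 also: potency is read from the fitted curve at half-maximal effect; plate controls were DMSO wells for no effect and full inhibition by NEM control for full effect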
Target sequence (O75604 whole entry, looked up): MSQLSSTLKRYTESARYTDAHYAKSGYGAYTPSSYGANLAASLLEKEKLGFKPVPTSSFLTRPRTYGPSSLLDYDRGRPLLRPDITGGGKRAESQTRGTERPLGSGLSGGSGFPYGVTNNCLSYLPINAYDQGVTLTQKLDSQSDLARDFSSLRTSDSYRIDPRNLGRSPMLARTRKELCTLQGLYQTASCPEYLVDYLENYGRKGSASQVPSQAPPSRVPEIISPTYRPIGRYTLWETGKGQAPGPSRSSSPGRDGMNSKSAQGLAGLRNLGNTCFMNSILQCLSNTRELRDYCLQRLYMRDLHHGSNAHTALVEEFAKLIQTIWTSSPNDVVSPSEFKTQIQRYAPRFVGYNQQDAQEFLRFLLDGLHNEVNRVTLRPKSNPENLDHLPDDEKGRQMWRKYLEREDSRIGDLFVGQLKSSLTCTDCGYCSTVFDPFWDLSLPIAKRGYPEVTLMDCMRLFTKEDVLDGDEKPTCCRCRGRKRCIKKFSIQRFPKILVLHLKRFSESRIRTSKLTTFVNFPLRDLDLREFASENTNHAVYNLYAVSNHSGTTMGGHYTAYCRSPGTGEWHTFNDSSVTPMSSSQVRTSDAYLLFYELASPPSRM
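USP2 core (10nM final) preincubated 30min RT with compound in 20mM Tris-HCl pH 8.0, 2mM CaCl2, 2mM beta-mercaptoethanol, 0.05% CHAPS; 25nM Ub-CHOP2 plus 25nM reporter substrate added, fluorescence (Ex485/Em531) read after 60min.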
KCNH2 3.1 inh – KCNH2 3.1 (human) potassium channel inhibition; U2OS KCNH2 3.1, thallium flux FluxOr; hits give low values; activity change, % (tested at about 1.8 µM); actives 0.95% (n = 340,000); AID 720553;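 active = maximum activity change below -70%; inconclusive = maximum activity change from -70% to -50%; inactive = maximum activity change above -50%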;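 also: thallium influx rate constant from kinetic fluorescence after stimulation buffer; % is scaled to controls: 0 for no effect and ±100 for the full control effect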
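We transduce U2OS cells with the mutant 3.1 virus, culture them overnight, load FluxOr with Red40 quencher for 45 min, then add stimulation buffer and read kinetically for 2 min to derive a normalized rate constant.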
A-T KAP1 phos – candidate therapy for ataxia-telangiectasia. Potency, µM (doses to about 57.5 µM), for the others: at the top dose activation, hits mostly activators. […] A-T fibroblasts, KAP-1 phosphorylation AlphaLISA; neocarzinostatin DNA damage 30 min before lysis. actives 0.19% (n = 320,000). AID 485349; also: potency is read from the fitted curve at half-maximal effect; % of control where 0% means no effect; nearly all actives have a fitted effect of over 45% in size
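ATM-like activity read as KAP-1 phosphorylation via AlphaLISA donor/acceptor antibody pairs after lysis and 6 hr at 25C. Cells were ATM-null patient fibroblasts ([…], hTERT), dosed 60 min, then exposed to the DSB inducer NCS for 30 min.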
Eya2 inh – inhibitors of human Eya2 phosphatase activity; O00167; recombinant Eya2, OMFP fluorescence dephosphorylation (OMFP is methylfluorescein phosphate); Potency, µM (titrated, usually from 76.9 µM), for the others: at the top dose activity, negative = inhibition, most hits filed as inhibitors; actives 0.006% (n = 330,000); AID 488837; also: potency is read from the fitted curve at half-maximal effect; % is scaled to controls: 0 for no effect and ±100 for the full control effect
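Eya2 (0.2 uM) preincubated 10 min at ambient with compound, then OMFP substrate added at 50 uM; 10 min reaction in 50 mM HEPES pH 7.5, 50 mM NaCl, 5 uM MgCl2, 0.05% BSA, 1 mM DTT. Fluorescence read at Ex 485/Em 525 nm.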
TRPV1 agonist – activates the human vanilloid receptor TRPV1; Q8NER1; TRPV1-expressing cells, Fluo-8 calcium influx, agonist mode; activation, % at 8.33 µM; actives 0.19% (n = 320,000); in the data active = activation above about 80%; inconclusive = between about 30% and that limit; also: 0% is about no effect
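Cells expressing TRPV1 were dye-loaded with Fluo-8 and read kinetically: 10 s baseline, 3 min after compound (agonist portion), then 2 min after EC20 capsaicin (allosteric enhancer portion). Calcium-bound dye fluorescence at 480/520 nm.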
TSHR antag – blocks TSH signaling through the human TSH receptor | TSHR-expressing cells, TSH-stimulated cAMP HTRF, 2 h; hits give low values | activity change, negative = inhibition, % at 11.5 µM | P16473 | actives 0.2% (n = 330,000);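 active = activity change below a set negative limit, meaning inhibition stronger than a set level, cut at about -70% in these data; inconclusive = activity change between two set negative limits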; also: % is scaled to controls: 0 for no effect and ±100 for the full control effect
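Antagonism was scored as loss of TSH-driven cAMP in TSHR cells, stimulated with 4nM TSH (EC80) for 2 hours at 37 deg C and detected by homogeneous HTRF competition immunoassay.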
KCNH2 WT inh – blocks the wildtype human KCNH2 potassium channel | U2OS, BacMam KCNH2, thallium flux FluxOr; hits give low values | activity change, % at 1.84 µM | actives 0.37% (n = 340,000) | AID 720551;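 active = maximum activity change below -70%; inconclusive = maximum activity change between -70% and -50%; inactive = maximum activity change above -50%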; also: % is scaled to controls: 0 for no effect and ±100 for the full control effect
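U2OS cells were transduced with wild-type KCNH2 virus (2.03 x 10^8 / mL) for 4 h at room temperature, then cultured overnight at 37 C. Thallium flux was read with FluxOr dye. Rate constants were normalized to DMSO controls.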
ELG1 repair inh – blocks ELG1-dependent DNA repair in HEK293T cells | HEK293T ELG1-luciferase reporter, luminescence, 16 h; DNA damage induced by 5-fluorouridine | Potency, µM (doses to about 46.1 µM), without a hit: top-dose activity change, negative = inhibition, most hits filed as inhibitors | actives 2.3% (n = 330,000); also: potency is read from the fitted curve at half-maximal effect; % is scaled to controls: 0 for no effect and ±100 for the full control effect; nearly all actives have a fitted effect of over 55% in size
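Luminescence from the luciferase reporter, measured 30 min after ONE-Glo reagent at room temperature, was the read-out. Beforehand, 2,000 cells per well were exposed for 16 hr at 37 °C to 5-fluorouridine together with compound or vehicle.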
TCR act – T cell receptor activation; primary human leukocytes, anti-CD3, IL-2 HTRF, 48 h; Potency, µM (titrated, usually from 9.22 µM), without a hit: at the highest dose activation of IL-2 secretion, actives largely listed as activators; 330,000 tested, under 10 active; AID 504894; also: % of control where 0% means no effect
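IL-2 produced over 48 hr by a-CD3 bead-stimulated primary human leukocytes exposed to compounds was detected with a homogeneous time-resolved FRET immunoassay, 665nm acceptor signal after 320nm excitation.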
* = called active by the depositor; i = inactive; ? = inconclusive; . = no result given; [ ] = remark or other dose. Unless noted, calls follow the shape of the dose curve; as a rule, active = well fitted curve in the direction sought with a large enough effect; inconclusive = small, poorly fitted or top-dose-only effect, or another doubt; inactive = no such curve, though single readings can be large; an effect the other way counts as inactive or inconclusive.

The line under a structure holds: TCR act, KCNH2 WT inh, KCNH2 3.1 inh, TRPV1 agonist, ELG1 repair inh, Eya2 inh, USP2a block, Mito fusion act, A-T KAP1 phos, TSHR antag
COc1ccc(S(=O)(=O)N2CCN(C(=O)NC3CCCCC3)CC2)cc1OC
    ., -26, 6, -2, 7%, 11%, -4%, -6%, 4%, 3
C#CC1CCCCC1NC(=O)Nc1cnccc1C(F)(F)F (centres undefined)
    -4%, -2, 14, 10, -11%, -5%, 0%, 0%, 3%, 0
CC1CCCN(C(=O)C2CCN(CC3CC=CCC3)CC2)C1 (centres undefined)
    1%, 21, -11, -2, 2%, -12%, 3%, 0%, 2%, -1
Cc1cc(OC(=O)c2cc(Cl)nc3ccccc23)ccc1Cl
    -2%, -2, 3, -2, -2%, -13%, -4%, 3%, -1%, -6
O=C(O)COc1ccccc1/C=N/NC(=O)c1cc2ccccc2cc1O
    4%, 5, -1, ., ?, -4%, 0%, 0%, 7%, 2
CN(C(=O)CN1C(=O)S/C(=C\c2ccc(F)cc2)C1=O)C1CCS(=O)(=O)C1 (centres undefined)
    3%, -10, 1, -6, 0%, -26%, 1%, 16%, 2%, 13
Cc1ccc(Oc2ccc3c(c2)C(=O)N(c2ccc(S(=O)(=O)Nc4nccs4)cc2)C3=O)cc1
    -1%, 18, 7, 2, -2%, 2%, -3%, 0%, 4%, -3
CC(C)CC(O)C1CCN(C(=O)CCc2nnc(-c3ccccc3)o2)CC1 (centres undefined)
    -2%, -11, -7, -2, 0%, -1%, -3%, -2%, 2%, 13
C=CCNc1oc(C2CCCC2)nc1C#N
    4%, ., ., 3, 30%, -4%, 0%, -6%, 2%, 0
COCc1cc(C)nc(SCc2ccccc2)c1C#N
    13%, 0, -5, 14, -2%, -19%, -1%, -1%, 11%, -8
O=C(COc1ccccc1Cl)NCCNC(=O)c1cnccn1
    -3%, -4, 11, 0, -3%, 7%, 1%, -3%, 3%, 7
CCn1c(=O)c(C(=O)CN2CCOCC2)c(N)n(Cc2ccccc2)c1=O
    ., 3, -2, 0, 4%, 9%[15.4 µM], -5%, -2%, -15%, 12
O=C(CNC(=S)N(Cc1ccccc1Cl)C1CCCC1)NCCN1CCOCC1
    3%, -4, 2, 1, 3%, -8%, -3%, -12%, -1%, -1
CCn1c(SCc2ccc(C(=O)OC)o2)nnc1-c1c[nH]c2ccccc12
    1%, -15, 14, -3, ?, 6%, 1%, 0%, -3%, 4
C=CCn1c(CSc2nc3ccccc3s2)n[nH]c1=S
    -9%, 10, -3, 1, 40%, -21%, -4%, -5%, 20%, 19
CCCC(=O)NC(C)c1nc2ccccc2n1C (centres undefined)
    -6%, -21, -5, -2, 11%, -8%, 0%, 4%, 1%, 14
O=C(Nc1nnc(COc2ccccc2)s1)Nc1ccccc1F
    2%, -1, 2, -2, 1%, -16%, 0%, -3%, 8%, 1
CCOC(=O)CSc1nnc(NC(=O)c2cccc(S(=O)(=O)N3CCCCCC3)c2)s1
    -1%, 11, -7, 0, -19%, -2%, 3%, 2%, -4%, -19
COC(=O)c1cccc(N(CC(=O)NC2CCCCC2)C(=O)CNC(=O)c2cccs2)c1
    2%, 4, -25, -2, -1%, 5%, -1%, 1%, 4%, -1
CS(=O)(=O)N(CC(=O)Nc1ccc2c(c1)OCCO2)Cc1ccc(Cl)cc1
    -7%, 9, 11, 4, ?, 8%, 1%, -3%, -3%, 13
Cc1cc(/C=N/NC(=O)COc2cccc3cccnc23)c(C)n1-c1ccc(O)cc1
    -2%[46.1 µM], 5, -2, 0, -2%, 9%, 1%, 0%, -1%, -5
COCCN(C(=O)c1ccccc1F)c1nc(-c2ccc(OC)cc2)cs1
    ., 7, 12, -6, 14%, -19%, -1%, 2%, 33%, -6
O=C(Nc1ccc(Br)cc1)c1ccc2ncsc2c1
    -15%, 1, 2, ?, ?, -8%, 5%, -47%[inhibitor], 0%, -6
COc1ccccc1N1CCN(C(c2ccccc2)c2nnnn2CCc2ccccc2)CC1 (centres undefined)
    -7%[46.1 µM], 1, 1, 9, ?, -8%, -10%, ?, -1%, 2
CCN(CC)CCCn1c2c(c(SCC(=O)N3CCc4ccccc43)nc1=O)CCC2
    1%, 50, 4, -3, 5%, 12%, 3%, -8%, 4%, 0
CCCn1cc(S(=O)(=O)c2ccc(C)cc2)c(=O)c2cc(OCC)ccc21
    0%, -2, 10, ?, -6%, 2%, -2%, 5%, 0%, -8
CC1=C(C(=O)OCC(C)C)C(c2ccsc2)NC(=O)N1 (centres undefined)
    4%, -3, -3, -1, 14%, 5%, 0%, 6%, 1%, 6
O=C1NC(Cc2ccc(O)cc2)c2nc3ccc(Cl)cc3c(=O)n2-c2ccc(Cl)cc21 (centres undefined)
    ., ., ., ., -9%, 6%, 5%, ., 2%, -10
CC1(c2nnc(-c3ccc(Cl)cc3)o2)CC(c2c(Cl)cccc2Cl)=NO1 (centres undefined)
    7%, 1, -19, 22, -14%, -15%, 3%, 28%, 5%, 5
COc1ccc(-n2c(SCCC#N)nnc2-c2cc(Cl)ccc2OC)cc1Cl
    -2%, -4, -28, -2, 5%, 13%, -8%, 0%, 20%, 0
COc1ccc(C2C(C(=O)c3ccco3)=C(O)C(=O)N2CCCn2ccnc2)c(OC)c1 (centres undefined)
    -4%, 4, 13, 1, ?, -3%, -1%, 12%, 10%, -2
Cn1nnc2c(N3CCCCC3)nccc21
    4%, 2, -6, -2, 13%, -8%, -2%, 4%, 9%, 5
O=C1NC(=O)/C(=C\c2ccc(OCc3cccc(C(=O)O)c3)c(Cl)c2)N1
    8%, -4, 20, -5, ?, -4%, 2%, 5%, -5%, 3
S=C(Nc1ccc(Br)cc1Cl)N1CCN(c2ccccn2)CC1
    4%, 3, ., 4, -2%, -6%, 3%, -4%, 1%, -4
O=C(NNC(=S)NC(=O)c1ccc(F)cc1)c1ccncc1
    2%[46.1 µM], 2, 16, ., 8%, -8%, 0%, ., -7%, 10
CCOC(=O)N1CCN(C(=O)CCNS(=O)(=O)c2ccc(C)c(C)c2)CC1
    0%, 1, -9, -3, 0%, 1%, -2%, -5%, 0%, -1
Cc1csc(=Nc2cccnc2)n1CC1CCCCC1
    6%[46.1 µM], 1, -2, ?, ?, 2%, 0%, 6%, 6%, -7
COc1ccc(-c2c3c(=O)n(C)c(=O)n(C)c3cn2N2CCOCC2)cc1
    4%, -5, -3, -5, 3%, -26%, 0%, 4%, -4%, 5
CCN(CC)c1ccc2cc(-c3nc(-c4ccc(OC)cc4)cs3)c(=O)oc2c1
    4%[46.1 µM], -233*, -133*, ?, -1%, ?, ?, -1%, 25µM*, -9
COC(=O)C1CC(O)CN1S(=O)(=O)c1cccs1 (centres undefined)
    -2%, i, -4, 0, -14%, -17%, 11%, 3%, 2%, -1
O=c1cc(CN2CC(O)Cc3ccc4ccccc4c32)nc2sccn12 (centres undefined)
    3%, -5, -31, 1, ?, -6%, 2%, 3%, 6%, 2
Cc1cc(C)nc(SCc2ccc3nonc3c2)n1
    ., -10, -3, 4, ., ., ., 10%, ., .
NC(=O)c1ccc2nc(NC(=O)c3ccc(N)cc3)sc2c1
    8%, 8, 0, 1, ?, -17%, 2%, -1%, 35µM*, -7
COc1ccc(-c2csc3ncn(-c4ccc(C)cc4)c(=O)c23)cc1OC
    -24%, -3, -4, 6, ?, -14%, -1%, 18%, 3%, -16
C=CCN(CC=C)CCCOc1ccc(Br)cc1Cl
    -4%, -3, 0, 3, -6%, 2%, -1%, 0%, 7%, 32
Cc1cc(C)n2nc(C(=O)OCC(=O)Nc3ccc(F)cc3F)nc2n1
    4%, -2, -6, 0, 10%, 0%, 3%, -4%, 7%, 0

2 of the compounds above, tab-delimited.
compound	TCR act	KCNH2 WT inh	KCNH2 3.1 inh	TRPV1 agonist	ELG1 repair inh	Eya2 inh	USP2a block	Mito fusion act	A-T KAP1 phos	TSHR antag
Cc1cc(C)nc(SCc2ccc3nonc3c2)n1	.	-10	-3	4	.	.	.	10%	.	.
NC(=O)c1ccc2nc(NC(=O)c3ccc(N)cc3)sc2c1	8%	8	0	1	?	-17%	2%	-1%	35µM*	-7

Only part of the results is shown; the hit share may differ from the screen's.
